# S1P3 antagonist: S1P3 receptor antagonists, primary screen, cell-based; Sphingosine 1-phosphate receptor 3 (Homo sapiens), Q99500; CHO S1P3 NFAT-BLA reporter, FRET fluorescence, antagonist mode; inhibition, % at 4.98 µM; 170,000 tested, 0.27% active; AID 485, 2006;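 active = inhibition above the plate cutoff, the mean inhibition of test wells on that plate plus 3 SD, cut at about 28% in these data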;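 also: cells challenged with S1P at its EC80 of 0.8 µM; blue over green emission ratio from cleaved BLA substrate after 4 h stimulation; 0% = S1P-stimulated wells and 100% = unstimulated DMSO-only wells; some compounds past the cut are filed as inactive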
# Target sequence (Q99500 whole entry, looked up): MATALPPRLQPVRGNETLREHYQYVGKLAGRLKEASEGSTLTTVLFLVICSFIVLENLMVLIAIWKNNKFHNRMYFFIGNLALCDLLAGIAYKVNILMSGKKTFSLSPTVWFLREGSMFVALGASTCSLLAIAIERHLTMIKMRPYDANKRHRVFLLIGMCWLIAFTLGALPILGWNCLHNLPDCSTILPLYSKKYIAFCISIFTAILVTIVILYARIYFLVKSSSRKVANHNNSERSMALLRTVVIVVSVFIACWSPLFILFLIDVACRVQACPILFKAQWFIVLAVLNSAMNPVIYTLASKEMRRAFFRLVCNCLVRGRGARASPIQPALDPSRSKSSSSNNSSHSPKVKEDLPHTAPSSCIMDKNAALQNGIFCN
# The depositor's hits bear a star. An excerpt, so the mix of outcomes need not match the whole.
structure | S1P3 antagonist
Cc1ccc2cc(CN(C(=O)c3ccco3)c3cccc(C)c3C)c(=O)[nH]c2c1 | 3
CC1=NN(C(=O)Cc2ccc([N+](=O)[O-])cc2)C(O)(C(F)(F)C(F)(F)F)C1 (stereo not drawn) | 5
N#Cc1c(-c2cccc(Cl)c2)[nH]c(=S)[nH]c1=O | -12
CC(=O)Oc1ccc2c(c1)O/C(=C\c1ccncc1)C2=O | 1
CC(C)(NC(=O)c1cc(Cl)c2ccccc2c1O)C(=O)O | 1
CCCC(O)(CCN1CCOCC1)c1ccc(Cl)cc1 (stereo not drawn) | 4
COc1ccc(C(=O)N/N=C/c2ccccc2C(=O)O)cc1OC | -7
Cc1ccc(NC2SC(=O)N(Cc3cccc(C(=O)O)c3)C2=O)c(C)c1 (stereo not drawn) | -22
Cc1cc(C(=O)NCc2cc(F)cc3c2OCOC3)nn1C | -18
O=C(NCCCn1ccnc1)/C(=C/c1cccnc1)NC(=O)c1ccco1 | -6
Cc1cc(N)n(-c2ccccn2)n1 | -10
CCn1c(SCC(=O)Nc2cccc(C)c2)nc2nc3c(cc2c1=O)COC(C)(C)C3 | 11
CC1(C)CC(=O)C2=C(C1)Oc1ncn3nc(-c4cccnc4)nc3c1C2c1ccccc1 (stereo not drawn) | -32
CC(=O)N1N=C2c3ccccc3CCC2C1c1ccc(F)cc1 (stereo not drawn) | -1
CC(C)N(Cc1cc2ccccc2[nH]c1=O)C(=O)c1cccc([N+](=O)[O-])c1 | 2
O=C(c1ccccc1F)N1CCN(c2ccc([N+](=O)[O-])c(NCc3cccnc3)c2)CC1 | 3
CSc1ccc(C(=O)NCC(=O)O)cc1[N+](=O)[O-] | -6
CC(C)CCNc1nc2ccccc2nc1NS(=O)(=O)c1cccs1 | 3
COc1ccc(C=C2C(=O)OC(C)(C)OC2=O)cc1OC | -9
O=C(COc1cc(O)c2c(=O)c3ccccc3oc2c1)OCc1ccccc1 | -2

# Exported as labelled records: four of the compounds above
> CC1(C)CC(=O)C2=C(C1)Oc1ncn3nc(-c4cccnc4)nc3c1C2c1ccccc1 (stereo not drawn)
  S1P3 antagonist: -32
> CC(=O)N1N=C2c3ccccc3CCC2C1c1ccc(F)cc1 (stereo not drawn)
  S1P3 antagonist: -1
> CC(C)N(Cc1cc2ccccc2[nH]c1=O)C(=O)c1cccc([N+](=O)[O-])c1
  S1P3 antagonist: 2
> O=C(c1ccccc1F)N1CCN(c2ccc([N+](=O)[O-])c(NCc3cccnc3)c2)CC1
  S1P3 antagonist: 3

# Next compounds.
structure | S1P3 antagonist
COc1cc(/C=C(/C#N)C(=O)Nc2ccc(Cl)cc2)ccc1Oc1nc(Cl)ncc1F | -1
CCCc1ccc(C(=O)[C@@H]2[C@@H](C(C)=O)N3c4ccc(F)cc4C=C[C@@H]3[C@@]23C(=O)Nc2ccccc23)cc1 | 3
CNC(=O)Nc1ccccc1C(=O)Nc1ccccc1 | -9
COC(=O)C1=C(O)/C(=C/c2cccc(OC)c2O)N=C1C | -5
O=C(Nc1ccc(F)cc1)Nc1ccccc1N1CCCCC1 | -2
CC(=O)Nc1ccc2nsnc2c1 | -8
Cc1ccc2c(-c3ccc([N+](=O)[O-])cc3)cc(=O)[nH]c2c1 | -5
S=c1[nH]cc(-c2ccc(Cl)cc2)n1Cc1ccccc1 | -11
Cc1nc(N2CCN(c3ccccc3)CC2)c2c3c(sc2n1)CCC3 | -34
Cc1nc(SCC(=O)N2CCN(c3ccccc3)CC2)c2c(=O)n(C)c(=O)n(C)c2n1 | -4
C/C(=N\Nc1ccc(Cl)c(C(=O)O)c1)c1cccs1 | -2
O=C1NC2(CCCCCCC2)C(=O)N1Cc1ccc(F)cc1 | -10
COCCCNc1nc2ccccc2nc1NS(=O)(=O)c1ccc(C)c(C)c1 | 10
O=C(NC1=NCCS1)c1ccc(Cl)c(S(=O)(=O)N2CCc3ccccc32)c1 | -18
CN(C)c1ccc(NC(=O)C(=O)C2C(=O)Nc3ccccc32)cc1 (stereo not drawn) | -12
Cc1cc(Br)c(NC(=O)c2c(-c3c(Cl)cccc3Cl)noc2C)c(Br)c1 | 9
O=C(O)Cc1c(C(=O)O)[nH]c2ccc(C(=O)O)cc12 | -17
CCOc1ccc2nc(Cl)c(C3CC(c4ccco4)=NN3S(C)(=O)=O)cc2c1 (stereo not drawn) | -2
COc1ccc(CC(=O)NCc2csc(-c3cccs3)n2)cc1OC | 9
COc1ccc(/C=C/c2nnc(NC(=O)C(C)(C)C)s2)cc1 | -3
COc1ccc(/C(C)=N/N=C(N)N)c(OC)c1 | -8
CN(C)c1ccc(-c2ccncc2)cc1 | 6
CCOc1ccccc1N1CN(Cc2ccccc2)CNC1=S | 15
CC(C)(CO)NC(=O)C12CC3CC(CC(Br)(C3)C1)C2 | -5
O=C1CCC(=O)N1CC(O)COc1ccccc1 (stereo not drawn) | -8
COc1ccc(Nc2nc(N)nc(CCl)n2)cc1 | 5
O=C(C[n+]1cc(-c2ccc(Cl)cc2)n2c1CCC2)Nc1nc(-c2ccccc2)cs1 | -1
COc1ccc(N/N=C(\C#N)C(=N)N2CCCCC2)cc1 | 3
Cc1ccc(/C=C/C(=O)O)cc1S(=O)(=O)N1CCCc2ccccc21 | 20
Nc1n[nH]c(C2CC2)c1N=Nc1ccc(Cl)cc1 | -7
NC(=O)COC(=O)c1ccc(NS(=O)(=O)c2ccc3c(c2)OCCO3)cc1 | -1
N/C(Cc1ccc(Cl)cc1Cl)=N\OC(=O)c1ccc(Br)o1 | -8
O=C(COC(=O)CCc1ccccc1)Nc1ccccc1OC(F)F | -8
C/C(=N\OCC(=O)Nn1c(C)nc2ccccc2c1=O)c1cccs1 | 2
Cc1ccc(-c2nnc(SCC(=O)N/N=C/c3ccccc3C(=O)O)n2-c2ccc(C)cc2)cc1 | 5
Cc1c(/C=N/NC(=O)c2ccc(Br)o2)cnn1C | -7
CC1(C)CC(=O)C(N=Nc2c(F)cccc2F)=C(O)C1 | -12
CCCc1c(C(=O)Nc2ccc(F)cc2F)cnn1-c1ccccc1 | 1
S=C(Nc1ccccc1)N1CCN(Cc2ccccc2)CC1 | 6
COc1ccc(Br)c2c1C(=O)CC2 | -3
Cc1cccc(/C=N/NC(=O)Cc2cccs2)c1 | 0
CCSc1nc(O)cc(=O)[nH]1 | -4
N#Cc1c(N)nc2c(c1-c1ccc(F)cc1)CCC2 | -4
Cc1ccccc1NC(=O)c1cc2ccccn2n1 | 2
Cn1c2ccccc2c2ncn(Cc3ccc(F)cc3)c(=O)c21 | -10
CN(CC1CCOCC1)C(=O)CC1C(=O)NCCN1Cc1ccc(Cl)c(F)c1 (stereo not drawn) | -8
Cc1ccc(Nc2nc(=O)c3cccnc3s2)c(Br)c1 | -2
O=C(c1cc2ccccc2oc1=O)N1CCOCC1 | -3
CCCCOC(=O)c1ccc(NC(=S)N2CCN(c3ncc4c(=O)c(C(=O)O)cn(CC)c4n3)CC2)cc1 | 14
CCc1nn2c(=O)cc(COc3ccc(/C=C4\C(=N)N5N=C(CC(C)C)SC5=NC4=O)cc3)nc2s1 | -11

# Next part.
structure | S1P3 antagonist
O=C(NNc1ccc(Cl)cc1)c1cccs1 | 17
c1ccc(CCN=C2CCCc3c2[nH]c2ccccc32)cc1 | 3
CN1CCN(c2ccc(CNC(=O)c3ccc4c(c3)OCCO4)cc2)CC1 | -11
CCN(CC)CCN1C(=O)C(=O)/C(=C(/O)c2ccc3c(c2)CC(C)O3)C1c1ccc(OC)cc1 (stereo not drawn) | 3
COc1cc(/C=N/Nc2nncn2N)ccc1OCc1c(C)no[n+]1[O-] | 1
O=C(CCC1CCCN(c2ncccn2)C1)N1CCN(c2ccccn2)CC1 (stereo not drawn) | -3
C=CCN=C(NC#N)SC | -2
O=C(O)c1ccccc1C(=O)Nc1cccc([N+](=O)[O-])c1 | 5
CCOC(=O)C1=C(N)N2C(=O)C(C)SC2=C(C(=O)OCC)C1c1ccc(O)cc1 (stereo not drawn) | -1
CCCCn1cnc2c(c(-c3ccccc3)c(-c3ccccc3)n2Cc2ccco2)c1=N | 8

# Remaining list, next part:
mol,S1P3 antagonist
CCCC(C(=O)O)n1c(O)c(C=C2N=c3ccccc3=N2)sc1=S (stereo not drawn),4
COc1ccc(/C=C2/CCCC(C(=O)C(F)(F)F)=C2O)cc1OC,5
Nc1nc(=S)c2ncn(C3OC(CO)C(O)C3O)c2[nH]1 (stereo not drawn),-4
CCNc1ccccc1C(=O)O,-3
O=C(c1ccc([N+](=O)[O-])cc1)N1CCN(c2cccc3[nH]ccc23)CC1,-18
CCOC(=O)c1ccc(NC(=O)Cn2cnc3cc(C)c(C)cc32)cc1,16
O=c1c(C(c2ccc(F)cc2)c2c(O)nc3n(c2=O)CCS3)c(O)nc2n1CCS2,-3
Cc1ccc(S(=O)(=O)N(C)C)cc1NC(=O)c1cccnc1Oc1ccccc1,-4
O=C(CCCCl)NC(=S)Nc1ccc(CN2CCOCC2)cc1,-12
COc1ccc(NC(=O)C2CC(=O)N/C(=N/N=C/c3ccccc3)S2)cc1 (stereo not drawn),-5
CC(CNS(=O)(=O)c1ccccc1)(c1ccccc1)N1CCCCC1 (stereo not drawn),0
NC(=O)c1c(NC(=O)CSc2nc(N)cc(=O)[nH]2)sc2c1CCCC2,-8
COc1ccc(/C=C/C(=O)NCC(=O)n2nc(C)cc2C)cc1,1
O=C(Cc1cccs1)N/N=C/c1ccccc1,-5
Cc1ccc(-c2c[n+](=O)c3c(n2[O-])CCC3)cc1,-17
Cc1cc(=O)[nH]c2c1c(-c1ccccc1)nn2C,-14
c1ccc(-c2cccs2)nc1,5
Cc1cc(/C=N/Nc2ccc([N+](=O)[O-])cn2)c(C)n1-c1cccc(C(=O)O)c1,-4
CCOc1ccc(N(CC(=O)Nc2cc(C)ccc2C)S(=O)(=O)c2c(C)[nH]c(=O)[nH]c2=O)cc1,7
CCOc1cc2[nH]c(=O)n(CC3CCC(C(=O)NC4CCCCC4)CC3)c(=O)c2cc1OCC (stereo not drawn),-12
N#Cc1c(N)n(-c2cccc(O)c2)c2nc3ccccc3nc12,-9
C=CCn1c(O)c(/C=C2\C=NN=C2c2ccccc2)sc1=S,-1
Cc1ccc(S(=O)(=O)NCc2c(-c3ccccc3)noc2C)cc1,-7
COc1ccc2nc(N/C(N)=N/S(C)(=O)=O)nc(C)c2c1,2
COc1cccc(CNc2nc3nc(C)c(Cl)c(=O)n3[nH]2)c1,0
COc1ccc(/C=C/C(=O)Oc2cccc(/C=N/NC(=O)Cc3ccc(Br)cc3)c2)cc1,8
CC(C)OP(=O)(OC(C)C)C(Nc1ccccc1)c1cccc([N+](=O)[O-])c1 (stereo not drawn),5
CC(C1CC2CCC1C2)N1CC(O)=C(c2nc3ccccc3[nH]2)C1=N (stereo not drawn),4
Cn1c(=O)c2[nH]c(N3CCCCC3)nc2n(C)c1=O,11
CC(C)(C)NC(=O)NC(=O)CN1CCN(S(=O)(=O)c2ccc3c(c2)OCCO3)CC1,14
C(=N\N1CCN(c2ccccn2)CC1)/c1ccccn1,-5
Nc1nc(CCl)nc(N(c2ccccc2)c2ccccc2)n1,10
O=c1c2c3nc4ccccc4nc3n(/N=C/c3ccccn3)c2ncn1-c1ccccc1,9
COc1cc(-c2nc(-c3ccc(C)nc3OC)no2)cc(OC)c1OC,-20
Cn1ccc(C(=O)N/N=C/c2ccccc2[N+](=O)[O-])n1,7
CC1Cc2ccccc2N1S(=O)(=O)c1cnc(Cl)c(Cl)c1 (stereo not drawn),-11
O=C(Cc1ccccc1)NCC(=O)N/N=C/c1cccnc1,3
COc1cc(/C=N/NC(=O)c2cc(C3CC3)[nH]n2)ccc1O,14
Cc1cc(NC(=O)CN2C(=O)NC3(CCCCCC3)C2=O)no1,-8
CC1(C)Cc2nc3oc4c(SCC(N)=O)ncnc4c3cc2CO1,-21
CN(C)CCCNCCCNC(=O)/C(=N\O)c1ccccc1,4
Cc1c(N2C(=O)C3C4C=CC(C5CC45)C3C2=O)c(=O)n(-c2ccccc2)n1C (stereo not drawn),6
COc1cccc2c1OC1(CCN(C(C)C)CC1)N1N=C(c3cccnc3)CC21 (stereo not drawn),3
Cc1ccc(Oc2nc3ccccn3c(=O)c2/C=C(\C#N)C(=O)NC2CCS(=O)(=O)C2)cc1 (stereo not drawn),-3
COc1ccc(N2C(=O)c3ccccc3NC2c2ccc(OC)c(Cn3cc([N+](=O)[O-])cn3)c2)cc1 (stereo not drawn),-6
C=C1SC(=Nc2ccccc2Cl)N(C(=O)c2sc3ccccc3c2Cl)C1(C)C,1
COc1ccccc1-c1c(NC(=O)c2ccco2)n(C)c2ccccc2c1=O,-3
COC(=O)c1sc2nc(CSc3ccc(Br)cc3)[nH]c(=O)c2c1C,-7

# An excerpt from above in order of the S1P3 antagonist value, ascending.
mol,S1P3 antagonist
CC1(C)Cc2nc3oc4c(SCC(N)=O)ncnc4c3cc2CO1,-21
Cc1cc(NC(=O)CN2C(=O)NC3(CCCCCC3)C2=O)no1,-8
C=C1SC(=Nc2ccccc2Cl)N(C(=O)c2sc3ccccc3c2Cl)C1(C)C,1
Cc1c(N2C(=O)C3C4C=CC(C5CC45)C3C2=O)c(=O)n(-c2ccccc2)n1C (stereo not drawn),6

# Going on with the list.
mol,S1P3 antagonist
CC(CN1CCOCC1)OC(=O)c1ccccc1 (stereo not drawn),-15
COc1ccc(/C=N/NC(=O)c2ccco2)cc1OCc1ccccc1,9
O=C(Nc1ccno1)Nc1ccc(Cl)cc1Cl,-5
CC(C)(C)C(=O)Nc1ccc(-c2csnn2)cc1,-1
O=C(Nc1cccc(-c2nnco2)c1)c1cccs1,-4
Oc1ccc[n+](CCCCC[n+]2cccc(O)c2)c1,-2
COc1ccc(NC2=CC(=S)NC(C)(C)C2)cc1,2
COCCCNC(=S)N/N=C/c1ccc(N(C)C)cc1Cl,2
CC(C)CC(=O)NC(=S)Nc1ccc(N2CCCC2)c(Cl)c1,-14
CCCCOP(=O)(OCCCC)C(O)c1ccc(N(C)C)cc1 (stereo not drawn),-10
Cc1snnc1C(=O)NC(=S)Nc1ccccc1,-1
CCOc1ccc(NC(=O)c2ccc(NC(=O)c3ccc(CN4CCOCC4)cc3)cc2)cc1,-2
